GCN5L2 inh – qHTS Assay for Inhibitors of GCN5L2 | Potency, µM (doses to about 58.9 µM), inactives show top-dose activity change, negative = inhibition, actives largely listed as inhibitors | actives 0.21% (n = 390,000) | GCN5L2 HAT assay, ThioGlo1 CoA-SH fluorescence
Target sequence (Q92830 whole entry, looked up): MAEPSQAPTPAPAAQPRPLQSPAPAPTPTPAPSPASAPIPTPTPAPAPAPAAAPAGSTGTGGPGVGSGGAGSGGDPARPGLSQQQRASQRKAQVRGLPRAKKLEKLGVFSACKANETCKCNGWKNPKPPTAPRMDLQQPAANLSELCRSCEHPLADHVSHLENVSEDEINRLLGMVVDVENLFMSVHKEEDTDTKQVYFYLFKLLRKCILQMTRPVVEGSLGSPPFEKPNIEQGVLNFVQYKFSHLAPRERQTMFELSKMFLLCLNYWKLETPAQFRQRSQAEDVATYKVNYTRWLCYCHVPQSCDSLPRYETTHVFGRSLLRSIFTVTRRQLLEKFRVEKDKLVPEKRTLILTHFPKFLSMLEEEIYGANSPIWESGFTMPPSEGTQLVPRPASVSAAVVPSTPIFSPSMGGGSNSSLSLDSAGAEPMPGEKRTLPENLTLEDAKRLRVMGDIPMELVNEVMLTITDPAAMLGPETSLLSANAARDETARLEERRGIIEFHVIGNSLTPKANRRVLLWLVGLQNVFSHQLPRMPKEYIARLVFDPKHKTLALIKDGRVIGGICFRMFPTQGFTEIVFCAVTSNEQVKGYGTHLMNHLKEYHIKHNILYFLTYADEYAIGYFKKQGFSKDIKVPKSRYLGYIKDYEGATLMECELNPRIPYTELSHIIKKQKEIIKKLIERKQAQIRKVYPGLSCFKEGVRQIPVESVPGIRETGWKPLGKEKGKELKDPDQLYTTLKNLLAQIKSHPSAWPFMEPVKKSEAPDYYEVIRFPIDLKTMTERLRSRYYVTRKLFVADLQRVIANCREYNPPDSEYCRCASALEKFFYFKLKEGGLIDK
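qHTS, 1536-well. 20nM enzyme, pH 7.5 HEPES/EDTA/Tween-20 buffer; 15 min compound preinc., RT. Start: 75uM H3(1-25), 70uM AcCoA, 50uM ThioGlo1. Read Ex340/Em540 at t=0 (autofluorescence flag) and t=20 min.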
DT40 TDP1 CPT – qHTS for Inhibitors of human tyrosyl-DNA phosphodiesterase 1 (TDP1): qHTS in cells in presence of CPT; AID 686979, 2013; actives 12% (n = 420,000); Potency, µM (top dose mostly 46.2 µM), without a hit: top-dose activity change, negative = growth inhibition, hits mostly inhibitors; chicken DT40 Tdp1-/-;hTDP1 cells + 20 nM CPT, ATP luminescence, 48 h; also: nearly all actives have a fitted effect of over 55% in size
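Chicken DT40 Tdp1-/- cells complemented with human TDP1, 400 cells/well, exposed to compounds plus 20 nM camptothecin for at least 48 h at 37 C; viability read as ATP content by CellTiter-Glo luminescence.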
DT40 TDP1 no CPT – qHTS for Inhibitors of human tyrosyl-DNA phosphodiesterase 1 (TDP1): qHTS in cells in absence of CPT; DT40 Tdp1-/- hTDP1 cells, no CPT, ATP luminescence, 48 h; Potency, µM (top dose mostly 46.2 µM), for the others: at the highest dose activity change, negative = growth inhibition, usual class: inhibitors; actives 15% (n = 420,000); AID 686978, 2013; also: nearly all actives have a fitted effect of over 55% in size
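Camptothecin absent (DMSO only). Human TDP1-complemented DT40 knockout cells, 400 cells/well, 37 °C for minimum 48 hr; ATP measured via CellTiter-Glo, 30 min dark incubation, luminescence.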
* marks the source's active call; other numbers are inactive results; ? = inconclusive; · = not tested or not shown; & = joins results of further samples. Calls follow the shape of the dose curve; as a rule, active = well fitted curve in the direction sought with a large enough effect; inconclusive = small, poorly fitted or top-dose-only effect, or another doubt; inactive = no such curve, though single readings can be large; an effect the other way counts as inactive or inconclusive. % is scaled to controls: 0 for no effect and ±100 for the full control effect; potency is read from the fitted curve at half-maximal effect.

no.	SMILES	DT40 TDP1 no CPT	DT40 TDP1 CPT	GCN5L2 inh
1	O=S(=O)(/N=C(/Nc1ccc(F)cc1F)c1ccccc1)c1ccccc1	-7%	-5%	2%
2	CCCCNC(=O)C1(C)CCCCN1C(=O)c1ccc(F)cc1Cl (centres undefined)	-27%	-18%	·
3	COc1ccccc1NC(=O)c1nnn(CC(=O)Nc2cccc(SC)c2)c1N	0%	1%	-8%
4	Cc1cc(S(=O)(=O)N2CCN(c3ncccn3)CC2)ccc1-n1cnnn1	-11%	-16%	-4%
5	CC1C(=O)N(Cc2cn(Cc3ccco3)nn2)CCS(=O)(=O)N1Cc1ccc(-c2ccc(F)nc2)cc1 (centres undefined)	?	-27%	·
6	COc1ccc(-n2cccc2/C=C2\C(=N)N3N=C(c4ccco4)SC3=NC2=O)cc1	17%	3%	?
7	COc1cc(/C=N/NC(=O)c2nnn(-c3nonc3N)c2C(C)C)ccc1O	-26%	0%	-3%
8	C=Cc1ccc(Cn2c(=O)n(-c3ccc(C)cc3)c(=O)c3c2c2cc(OC)ccc2n3C)cc1	26µM*	?	1%
9	COc1cc(C2Nc3cccc4cccc(c34)N2)ccc1O	?	?	-1%
10	CCOC(=O)c1c(/N=C/c2cccc([N+](=O)[O-])c2O)sc2c1CCC2	-17%	-25%	-3%
11	COc1ccccc1N1CCN(C(=O)c2ccc(CS(=O)(=O)c3ccccc3OC)o2)CC1	?	?	-6%
12	COc1ccccc1NC(=O)c1cc(Cl)nnc1Cl	?	-99%	-7%
13	O=C1CCSC2(C(=O)N(Cc3ccc(F)cc3)c3ccccc32)N1c1ccccc1 (centres undefined)	8.2µM*	7.3µM*	15%
14	COc1ccc2c(=O)c(N3C(=O)c4ccccc4C3=O)coc2c1	-6%	-2%	0%
15	C=CCN(CC=C)S(=O)(=O)c1ccc(NC(=S)NC(=O)/C=C/c2ccc(C)cc2)cc1	?	?	·
16	CSCc1cc(N(C)c2ccccc2)nc(-c2ccccc2)n1	-22%	-27%	-8%
17	CCOc1cc(N2CCOCC2)c(OCC)cc1NC(=O)Cc1ccccc1OC	18µM*	16µM*	28µM*
18	Cc1nn(-c2cc(C(F)(F)F)ccc2Cl)c2nc(C(Cl)(Cl)Cl)[nH]c(=O)c12	-20%	5%	-22%
19	Cc1ccc(NC(=O)C2CCCC2)c(Br)c1	-19%	-21%	·
20	COc1ccc(-c2cc3nccc(-c4cc(Cl)c(C)cc4O)n3n2)cc1	-17%	-6%	1%
21	Cn1nccc1C(=O)N1CCCC(Nc2ccc(F)cc2)C1 (centres undefined)	22%	7%	-1%
22	O=C(COc1ccc(Cl)cc1)Nc1nc(-c2cccs2)cs1	?	?	-8%
23	Cc1nn(Cc2cccc(C(=O)Nc3ccn(Cc4ccccc4)n3)c2)c(C)c1[N+](=O)[O-]	?	?	-5%
24	CCCCn1c(-c2cccs2)nc2oc3ccccc3c(=O)c2c1=O	?	?	-4%
25	Cc1ccccc1NC(=O)CSc1nnc(-c2ccco2)n1N	0%	-2%	-4%
26	O=C(O)c1cccc(S(=O)(=O)N2CCCC(c3nc4c(nnn4Cc4ccccc4Cl)c(=O)[nH]3)C2)c1 (centres undefined)	7%	1%	-4%
27	CCC(C)N1CCN(C(=O)C2CCN(S(=O)(=O)c3c(C)noc3/C=C/c3ccco3)CC2)CC1 (centres undefined)	?	?	-3%
28	CC1CCCCN1CCCNC(=O)c1ccc2c(c1)NC(=O)CN2C (centres undefined)	-19%	-14%	·
29	O=C(NCc1ccccc1Cl)c1ccc(CS(=O)(=O)c2ccc(Br)cc2)o1	13µM*	23µM*	-7%
30	COc1ccc(C2C(=O)c3ccccc3C2=O)cc1OC	-9%	?	-2%
31	CCC(=O)NC(=S)Nc1ccc(NC(=O)c2ccc([N+](=O)[O-])cc2Cl)cc1	-9%	-10%	8%
32	CCOCCCNC(=O)CN1CCN(Cc2ccc(Cl)cc2)C1=O	0%	10%	-4%
33	O=C(COC(=O)/C=C/c1ccc(OC(F)F)cc1)NC1CCCC1	-19%	-15%	1%
34	COCCNC(=O)Nc1cc(C(=O)NCc2ccc(C(C)C)cc2)ccc1N1CCCC1	?	?	-15%
35	Cc1nc(NC(=O)CCCC(=O)Nc2nc(C)c(C)s2)sc1C	1%	-12%	-18%
36	CCOC(=O)CC1OC(=O)c2cc3c(cc21)C(=O)OC3CC(=O)OCC (centres undefined)	-23%	15%	-2%
37	COc1ccccc1-c1ccc(SCC(=O)NCCc2ccccc2)nn1	23µM*	?	6%
38	CSc1ccccc1NC(=O)C1=CC(c2ccc3c(c2)OCO3)=NS(=O)(=O)N1C	?	?	-2%
39	COc1ccc(NS(=O)(=O)c2ccc(NC(=O)c3ccc(Br)cc3)cc2)nn1	3%	-6%	-10%
40	Cc1ccc(NC(=O)C2CCC(=O)N2C(=O)OCc2ccccc2)cc1 (centres undefined)	-5%	-2%	-5%
41	COc1cccc(C(=O)Nc2cc(S(=O)(=O)N3CCOCC3)ccc2N2CCOCC2)c1	-6%	-4%	·
42	O=C(NCC1CCCO1)c1nc2c(nnn2Cc2ccccc2Cl)c(=O)[nH]1 (centres undefined)	-15%	-14%	-2%
43	Cc1cccc(-n2nnc(C(=O)NCc3ccccn3)c2N)c1	-13%	1%	2%
44	N#C/C(=N\Nc1cccc(F)c1)C(=N)N1CCCCCC1	-29%	-25%	-4%
45	COc1ccc(Cl)cc1NC(=O)CN(C)C(=O)COc1ccccc1F	-3%	2%	0%
46	CC(C)C(=O)NCC1CCC2(CCN(Cc3ccc(-c4cccc(Cl)c4)o3)CC2)O1 (centres undefined)	?	-24%	·
47	COCC(=O)Nc1ccc(OCc2ccccc2)cc1	-18%	-17%	0%
48	O=C(NN1CCOCC1)c1ccc(F)cc1	16%	-7%	-21%
49	COc1ccc(N2C(=O)C(F)(F)C2c2ccc(C)cc2)cc1OC (centres undefined)	-17%	28%	-7%
50	O=C(N/N=C/c1cccs1)C1COc2ccccc2O1 (centres undefined)	16µM*	?	-3%

More compounds.
no.	SMILES	DT40 TDP1 no CPT	DT40 TDP1 CPT	GCN5L2 inh
51	Cc1ccc(-c2ccnc3c(Cl)c(C)nn23)cc1	?	?	?
52	COc1ccc(C2(C(=O)NC(C)C)CCCC2)cc1OC	0%	2%	1%
53	CN(CC(=O)Nc1cccc(F)c1)CC(=O)Nc1cccc2ccccc12	?	?	-8%
54	Cc1ccc(S(=O)(=O)NCCC(=O)N2CC(C)OC(C)C2)cc1 (centres undefined)	-10%	-17%	-1%
55	NC(=S)N/N=C/c1ccccc1OCCSc1ccc(Cl)cc1	15µM*	13µM*	-11%
56	O=c1c2ccccc2c(C=NCCO)c(O)n1-c1ccccc1	-19%	-8%	3%
57	Cc1ccc(NC(=O)c2oc3ccc(S(=O)(=O)N4CCCCCC4)cc3c2C)c(C)c1	-22%	-24%	3%
58	CCOc1ccc(S(=O)(=O)Nc2cccc(C(=O)NCC3CCCO3)c2)cc1 (centres undefined)	?	?	1%
59	C=CCN1C(=O)c2ccc(C(=O)N(C)CC(=O)Nc3ccc(Br)cc3C)cc2C1=O	-2%	20%	0%
60	Cc1ccc(NC(=O)c2ccc3c(c2)OCCO3)cc1C	?	-10%	-2%
61	COc1ccc(C(C)=O)cc1CC(=O)Nc1cccc(S(=O)(=O)N2CCOCC2)c1	3%	16%	0%
62	Cc1cccc(NC(=O)Cn2cc(C(=O)c3ccco3)c3ccccc32)c1C	-29%	?	0%
63	Cc1ccc(OCCSc2ncnc3nc[nH]c23)cc1	?	?	-5%
64	COc1ccccc1CNS(=O)(=O)c1cc2c3c(c1)CCN3C(=O)CC2	?	?	-13%&21%
65	COc1ccccc1CN1CC(C(=O)NCC2CCCO2)CC1=O (centres undefined)	-18%	-4%	-10%
66	Cc1ccc(-n2nc3c(c2NC(=O)c2ccc4c(c2)OCO4)CS(=O)(=O)C3)cc1C	-26%	-1%	-8%
67	O=C(NCc1cccc(CNC(=O)Nc2cccc(O)c2)c1)Nc1cccc(O)c1	-4%	-20%	2%
68	O=C(COC(=O)C1=COCCO1)Nc1cccc(S(=O)(=O)N2CCOCC2)c1	0%	4%	-3%
69	CCOC(=O)CCCCCC(=O)Nc1ccc2c(c1)CC(=O)N([C@H](C)CO)C[C@H](C)[C@H](CN(C)S(=O)(=O)c1ccc(OC)cc1)O2	-17%	?	-3%
70	CCCC(O)(CCN(C)C)c1ccc(OC)cc1 (centres undefined)	?	1%	-4%
71	Cc1ccccc1CSCCNC(=O)CN(c1ccc2c(c1)OCO2)S(C)(=O)=O	?	-29%	-1%
72	COc1cccc2cc3c(=O)n(-c4ccccc4)nc-3oc12	?	?	-9%
73	CCOC(=O)C1CCCN(S(=O)(=O)c2cc(C(=O)OC)n(C)c2)C1 (centres undefined)	16µM*	16µM*	1%
74	C[C@H]1CN([C@@H](C)CO)C(=O)c2cc(Br)cnc2O[C@@H]1CN(C)C(=O)C1CCC1	?	-27%	·
75	COc1cc(NC(=O)c2ccnc(N)c2)cc(C(=O)Nc2cccc(C(F)(F)F)c2)c1	21µM*	23µM*	-5%

An excerpt from the list above:
no.	SMILES	DT40 TDP1 no CPT	DT40 TDP1 CPT	GCN5L2 inh
51	Cc1ccc(-c2ccnc3c(Cl)c(C)nn23)cc1	?	?	?
52	COc1ccc(C2(C(=O)NC(C)C)CCCC2)cc1OC	0%	2%	1%
53	CN(CC(=O)Nc1cccc(F)c1)CC(=O)Nc1cccc2ccccc12	?	?	-8%
54	Cc1ccc(S(=O)(=O)NCCC(=O)N2CC(C)OC(C)C2)cc1 (centres undefined)	-10%	-17%	-1%
55	NC(=S)N/N=C/c1ccccc1OCCSc1ccc(Cl)cc1	15µM*	13µM*	-11%
56	O=c1c2ccccc2c(C=NCCO)c(O)n1-c1ccccc1	-19%	-8%	3%
57	Cc1ccc(NC(=O)c2oc3ccc(S(=O)(=O)N4CCCCCC4)cc3c2C)c(C)c1	-22%	-24%	3%
58	CCOc1ccc(S(=O)(=O)Nc2cccc(C(=O)NCC3CCCO3)c2)cc1 (centres undefined)	?	?	1%
59	C=CCN1C(=O)c2ccc(C(=O)N(C)CC(=O)Nc3ccc(Br)cc3C)cc2C1=O	-2%	20%	0%
60	Cc1ccc(NC(=O)c2ccc3c(c2)OCCO3)cc1C	?	-10%	-2%
61	COc1ccc(C(C)=O)cc1CC(=O)Nc1cccc(S(=O)(=O)N2CCOCC2)c1	3%	16%	0%
62	Cc1cccc(NC(=O)Cn2cc(C(=O)c3ccco3)c3ccccc32)c1C	-29%	?	0%
63	Cc1ccc(OCCSc2ncnc3nc[nH]c23)cc1	?	?	-5%
64	COc1ccccc1CNS(=O)(=O)c1cc2c3c(c1)CCN3C(=O)CC2	?	?	-13%&21%
65	COc1ccccc1CN1CC(C(=O)NCC2CCCO2)CC1=O (centres undefined)	-18%	-4%	-10%
66	Cc1ccc(-n2nc3c(c2NC(=O)c2ccc4c(c2)OCO4)CS(=O)(=O)C3)cc1C	-26%	-1%	-8%

Next structures.
no.	SMILES	DT40 TDP1 no CPT	DT40 TDP1 CPT	GCN5L2 inh
76	Cc1ccc(-c2noc(-c3nnn(CC(=O)Nc4cc(Cl)ccc4C)c3N)n2)cc1	1%	20%	4%
77	O=C(O)COCc1nc2ccccc2[nH]1	9%	11%	-1%
78	COc1ccc(NC2CCCN(C(=O)c3cccnc3)C2)cc1 (centres undefined)	-25%	2%	1%
79	O=C(N/N=C\c1ccc(Cl)cc1)c1sccc1-n1cccc1	?	-27%	-3%
80	COc1ccc(CNC(=O)COC(=O)CCOc2ccc(C)cc2)cc1OC	4%	3%	-1%
81	COc1cccc(CC(=O)N[C@@H](CCSC)c2nc3ccccc3[nH]2)c1	?	?	-7%
82	O=C(c1cnc2c(c1)COc1ccc(Cl)cc1-2)c1ccccc1O	?	?	-6%&-4%
83	COc1ccc(C2CC(c3cccs3)=NN2C(=O)COC(=O)c2cncc(Br)c2)cc1OC (centres undefined)	?	6%	-21%
84	Cc1sc2ncnc(N3CCOCC3)c2c1C	-29%	-22%	0%
85	CCc1ccc(N2CC(C(=O)Nc3ccccc3N3CCCC3)CC2=O)cc1 (centres undefined)	12µM*	12µM*	·
86	O=C(NC(Cc1ccccc1)C(=O)O)/C(=C/c1ccccc1)NC(=O)c1cccc(Br)c1 (centres undefined)	-14%	12%	0%
87	Cc1cc(C(=O)CSc2nnnn2-c2ccc(O)cc2)c(C)n1C	16µM*	?	-1%

Only part of the results is shown. The share of hits here may be higher or lower than overall.
